hcGAS lum – blocks human cGAS activity; recombinant h-cGAS, ATP depletion, Kinase-Glo luminescence; inhibition, % at 12.5 µM; hit rate 0.081% among 290,000; AID 1259398;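 also: 0% = vehicle reaction and 100% = reaction without DNA for no activity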
Target sequence (Q8N884 whole entry, looked up): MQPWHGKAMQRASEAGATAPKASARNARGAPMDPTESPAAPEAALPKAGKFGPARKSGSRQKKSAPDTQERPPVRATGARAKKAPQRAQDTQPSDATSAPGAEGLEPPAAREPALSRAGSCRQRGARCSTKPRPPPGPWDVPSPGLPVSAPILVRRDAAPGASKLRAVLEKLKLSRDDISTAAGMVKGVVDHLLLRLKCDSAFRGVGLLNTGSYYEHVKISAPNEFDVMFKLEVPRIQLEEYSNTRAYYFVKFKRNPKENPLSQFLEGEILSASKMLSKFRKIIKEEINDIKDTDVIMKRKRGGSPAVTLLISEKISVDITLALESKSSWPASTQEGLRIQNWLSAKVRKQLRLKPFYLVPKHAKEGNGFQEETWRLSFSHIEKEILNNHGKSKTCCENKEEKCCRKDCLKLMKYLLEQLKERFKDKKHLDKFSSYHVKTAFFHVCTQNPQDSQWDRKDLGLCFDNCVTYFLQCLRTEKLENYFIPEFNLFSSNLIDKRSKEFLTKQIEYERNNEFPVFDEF
NPYLR7 ag – mosquito NPYLR7 agonism. AID 1259423. activation, % at 10 µM. hit rate 0.15% among 270,000. HEK293T NPYLR7/Galpha15, GCaMP6s calcium fluorescence; in the data active = activation above about 40%;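 also: 0% = vehicle and 100% = reference agonist at the receptor; some compounds past the cut are filed as inactive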
mcGAS inh – mouse cGAS inhibition by luminescence; Q8C6L5; recombinant cGAS, Kinase-Glo ATP depletion luminescence; inhibition, % at 12.5 µM; hit rate 0.15% among 160,000;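 also: 0% = negative control wells and 100% = reference inhibitor with no enzyme activity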
The depositor's hits bear a star; . = not tested or not shown; & = joins results of further samples. Rule as the data show it, unless noted: active = inhibition above about 40%; inactive = the rest. Rows were taken by chance, and some 0.29% of all compounds hit somewhere here.

Structure | hcGAS lum | mcGAS inh | NPYLR7 ag
O=C(NCC1CCCN(Cc2ccccn2)C1)c1cccc(C(F)(F)F)c1 (configuration not stated) | -11 | . | 11
O=C(Nc1nc2c(Cl)cccc2s1)c1cnn2c(C(F)(F)F)cc(-c3ccccc3)nc12 | -3 | -4 | 3
CN(C)CCN(C(=O)c1ccn(C)n1)c1nc2c(F)cc(F)cc2s1 | -8 | -7 | .
CC(C)Sc1nnc(-c2cccs2)n1CCC(N)=O | -14 | -6 | 10
COc1ccc(CCN(C)C(=O)C2CC2(c2ccccc2)c2ccccc2)cc1OC (configuration not stated) | 0 | -2 | -14
C/C=C(\C)C(=O)Nc1c(-c2cccc(F)c2)cn(C)c1C(=O)OCC | -5 | -3 | 15
CCC(C)CN(C)C(=O)NCc1ccc(OC)c(NC(C)=O)c1 (configuration not stated) | 7 | . | 3
COc1ccc(CNC(=O)CCC2CCCN(C(=O)CC3=CCCCC3)C2)c(OC)c1 (configuration not stated) | -10 | . | 4
COc1ccc(C2NCCc3c2[nH]c2ccccc32)cc1CSc1nnc(-c2ccccc2)o1 (configuration not stated) | 0 | . | -4
C=CCCC(=O)N1CCc2cc(OC)c(OC)cc2C1C(C)C (configuration not stated) | -5 | -7 | 14
CCC(C(=O)Nc1ccc(-n2nc(OC(C)C)nc2-c2cccc(C(F)(F)F)c2)cc1)c1ccccc1 (configuration not stated) | -4 | -8 | 35
Cc1cnnn1-c1ccc([N+](=O)[O-])cc1 | -8 | -5 | 5
Cc1ccc(-n2nc(C)cc2NC(=O)C2CCN(C(=O)C3CC3)CC2)cc1 | -12 | . | 1
Cc1cc(CNC(=O)CSc2ccccn2)c2[nH]c(C)c(C)c2c1 | -5 | -15 | 8
CCNC(=O)[C@@H]1C[C@@H](N)CN1C(=O)c1cccc(-c2cn[nH]c2)c1 | -9 | . | 12
CCC(CC)C(=O)N1CCN(c2ncccc2C(=O)NCCc2ccc(OC)c(OC)c2)CC1 | -1 | -7 | 15
O=C(N1CC(c2ccccn2)C1)C1(c2ccccc2)CC12CCCC2 (configuration not stated) | -6 | . | 0
CC1CCCN(C(=O)Nc2cccc(Oc3ccc(C#N)cn3)c2)C1 (configuration not stated) | -10 | . | -22
Cc1nc(-c2ccccc2)nc(N2CCN(C(=O)c3cccs3)CC2)c1Cc1ccccc1F | 2 | -4 | 1
CN(C)C(=O)CN(CCC(F)(F)F)C1CCC1 | -19 | . | 0
COC(=O)CSc1n[nH]c(-c2ccc(C)cc2)n1 | -9 | . | -6
Cc1nc2c(c(N(C)Cc3cc(C4CC4)n[nH]3)n1)CCNC2 | -5 | . | 4
COc1ccc(NC(=O)CN2CCc3onc(-c4ccccc4)c3C2)cc1 | 1 | . | 7
COc1ccccc1Oc1ncccc1CNC(=O)c1cc(C)oc1C | -10 | -12 | 14
O=S(=O)(NC1Cc2ccccc2C1N1CCCC(C(F)(F)F)C1)c1ccccc1 (configuration not stated) | -1 | . | 5
O=C(/C=C/c1ccsc1)NC1CCCN(C(=O)c2ccccc2)C1 (configuration not stated) | -8 | . | 2
O=C(NCc1ccncc1)c1cc(-c2ccc3ccccc3c2)on1 | -3 | -4 | .
COCCOc1ccc(CNS(=O)(=O)c2ccc(F)c(Cl)c2)cc1 | -6 | . | 1
COc1cccc(Cc2nsc(N3CCN(C(=O)Nc4cccc(C#N)c4)C(C)C3)n2)c1 (configuration not stated) | -2 | -4 | -5
O=C(Cc1ccc(F)cc1)N(Cc1cccnc1)c1nc2ccc(Cl)cc2s1 | 1 | -2 | 0
CCCCCCCCCCCC(=O)Nc1cccc(C2SCC(=O)N2c2ccc(OC)cc2)c1 (configuration not stated) | -4 | -4 | 9
CN1CCc2[nH]c3ccc(Br)cc3c2C1 | 11 | . | 5
CO[C@H]1CN(S(=O)(=O)c2ccccc2)[C@H]2Cc3c(oc4ccccc34)[C@@H]1C2 | -4 | -10 | 14
C=CCn1c(C)cc(C(=O)CSc2nnc(C3CC3)n2C2CC2)c1C | 5 | . | -8
COCC1(NC(=O)CC2CNCCO2)CCCC1 (configuration not stated) | -4 | -12 | 5
CCCNCC(=O)Nc1cc(-c2ccccc2)nn1-c1ccc(OC)cc1 | 3 | . | 38
c1ccc(-c2noc(CN3CCCN(c4ncccn4)CC3)n2)nc1 | -13&-4 | . | 4&-6
CON=C1C(=O)Nc2ccc([N+](=O)[O-])cc21 | -4 | . | -1
CN(Cc1ccncn1)C(=O)CC1(Cc2ccccc2)C(=O)N(C)c2ccccc21 (configuration not stated) | -6 | -17 | 12
CCOC(=O)C1CCN(C(=O)c2nn(-c3cc(C)cc(C)c3)c(=O)n(Cc3cccc(OC)c3)c2=O)CC1 | -2 | -8 | .

Single values from above:
CON=C1C(=O)Nc2ccc([N+](=O)[O-])cc21 in NPYLR7 ag has -1
COCC1(NC(=O)CC2CNCCO2)CCCC1 (configuration not stated) in NPYLR7 ag has 5

Next part:
Structure | hcGAS lum | mcGAS inh | NPYLR7 ag
O=C(c1ccco1)N1CCOc2c(O)cc(-c3nc4ccccc4s3)cc2C1 | -8 | . | -5
COC(=O)C1=NNC2C(=O)N(c3ccc(OC)cc3)C(=O)C12 (configuration not stated) | -2 | -4 | 6
CCOc1ncccc1CNC(=O)Cc1ccc2c(c1)CCCC2 | 4 | . | -2
COCC(=O)Nn1ccc2c(cnc3ncnn32)c1=O | -3 | . | 5
Nc1nnc(SCc2nc3sc4c(c3c(=O)[nH]2)CCCC4)s1 | -6 | -8 | 5
O=C(NCc1ccc(Cl)s1)NC1CC1c1ccccc1 (configuration not stated) | -3 | . | 3
COc1ccc(C(=O)N(Cc2cc(NC(=O)NC(C)C)ccc2N(C)C)C(C)C(C)C)cc1 (configuration not stated) | 1 | -4 | 6
COc1cc(Cl)c(C(=O)N2CCOC(COc3cccc(C(F)(F)F)c3)C2)cc1OC (configuration not stated) | -6 | . | 28
Cc1ccc(-c2nnc(SCC(=O)c3ccc4c(c3)OCO4)n2C)cc1 | -9 | . | -1
CCCn1cc(C(=O)Nc2nnc(C)s2)c2nn(-c3ccccc3)c(=O)c-2c1 | -5 | -10 | 14
COCCNC(=O)C1COC2(CCCCC2)N1C(=O)c1ccccc1OC (configuration not stated) | -3 | -3 | -4
CCOC(=O)C1CCN(C(=O)c2ccc(OC)c([N+](=O)[O-])c2)CC1 | 5 | -3 | -4
CC(C)(Oc1ccc(CCNC(=O)c2ccc(Cl)cc2)cc1)C(=O)N1CCCC1c1ccncc1 (configuration not stated) | -9 | -3 | 2
COc1ccc(C(=O)Nc2c(C)nc3ccccn3c2=O)cc1 | -5 | . | 2
CC1ON=C(c2cccc(Cl)c2)N(Cc2ccccc2)C1=O (configuration not stated) | -4 | . | 7
Cc1cc(C)n(-c2cccc(C(=O)NCC3Cc4cc(F)cc(-c5cccnc5)c4O3)c2)n1 (configuration not stated) | -5 | -8 | 12
CN(CCN1C(=O)CSC1c1ccccc1Cl)C(=O)Nc1ccc(C(F)(F)F)cc1 (configuration not stated) | -6 | -4 | 24
FC(F)OC(Cl)C(F)(F)F (configuration not stated) | -7 | . | -12
Cc1cc(C(=O)COC(=O)COc2ccc(Cl)cc2Cl)c(C)n1Cc1ccco1 | -2 | -1 | -2
CCOC(=O)c1c(NC(=O)c2ccc(OCC(C)C)cc2)sc(C(N)=O)c1C | -4 | . | -7
NC(=O)c1cc(NC(=O)N2CCCCCC2c2ccco2)ccc1F (configuration not stated) | -9 | . | 6
Cc1c(C)n2c3c(=O)n(CCN4CCOCC4)c(=O)n(C)c3nc2n1C(C)c1ccccc1 (configuration not stated) | -5 | . | -6
COC(=O)c1ccn(Cc2nc(-c3cccc(Cl)c3)oc2C)n1 | -4 | . | 4
CCc1nc2n(n1)C(=O)C(C(c1ccccc1F)N1CCC(O)CC1)S2 (configuration not stated) | -7 | -9 | 0

Reformatted: 4 of the compounds above
CN(CCN1C(=O)CSC1c1ccccc1Cl)C(=O)Nc1ccc(C(F)(F)F)cc1 (configuration not stated)
- hcGAS lum: -6
- mcGAS inh: -4
- NPYLR7 ag: 24

CCOC(=O)c1c(NC(=O)c2ccc(OCC(C)C)cc2)sc(C(N)=O)c1C
- hcGAS lum: -4
- mcGAS inh: .
- NPYLR7 ag: -7

FC(F)OC(Cl)C(F)(F)F (configuration not stated)
- hcGAS lum: -7
- mcGAS inh: .
- NPYLR7 ag: -12

Cc1c(C)n2c3c(=O)n(CCN4CCOCC4)c(=O)n(C)c3nc2n1C(C)c1ccccc1 (configuration not stated)
- hcGAS lum: -5
- mcGAS inh: .
- NPYLR7 ag: -6

Continuation:
Structure | hcGAS lum | mcGAS inh | NPYLR7 ag
CCOc1ccc(-c2cc(C(=O)NCCc3ccc(Cl)cc3)c3ccccc3n2)cc1 | -3 | -5 | 20
O=C(Nn1c(=O)oc2ccccc2c1=O)c1ccc(Br)o1 | 5 | -18 | 3
Cc1cccc(C(C)CNC(=O)N2CCC3(C2)OCCO3)c1 (configuration not stated) | -6 | -6 | 6
O=C1C2C3C=CC(C3)C2C(=O)N1c1cccc(-c2nc3ccccc3c(=O)o2)c1 (configuration not stated) | -5 | -5 | -4
O=C(c1csc(CSc2nnc(-c3cccnc3)n2-c2cccc(C(F)(F)F)c2)n1)N1CCN(Cc2ccc3c(c2)OCO3)CC1 | -4 | -4 | -4
O=c1c2cnc3nc4ccccc4n3c2ccn1-c1ccc(Cl)c(C(F)(F)F)c1 | -3 | . | 2
O=c1oc2cc(O)ccc2cc1-c1csc(-c2cc3c(ccc4ccccc43)oc2=O)n1 | -1 | -1 | 1
CC(C)c1nc(C(=O)O)nn1-c1cccc(F)c1 | -2 | . | 2

Fetched one by one from above:
Structure | hcGAS lum | mcGAS inh | NPYLR7 ag
CCOc1ccc(-c2cc(C(=O)NCCc3ccc(Cl)cc3)c3ccccc3n2)cc1 | -3 | -5 | 20
O=c1c2cnc3nc4ccccc4n3c2ccn1-c1ccc(Cl)c(C(F)(F)F)c1 | -3 | . | 2
Cc1cccc(C(C)CNC(=O)N2CCC3(C2)OCCO3)c1 (configuration not stated) | -6 | -6 | 6

Other records follow.
Structure | hcGAS lum | mcGAS inh | NPYLR7 ag
CCN(CCC#N)S(=O)(=O)CC1CCOC1 (configuration not stated) | -4 | . | 1
O=C(Nc1nc2c(s1)CCC2)c1ccc(Cl)c(N2CCCC2=O)c1 | 6 | -1 | -2
C#CCOc1ccccc1CN(C)C1CCN(CC(F)(F)F)C1=O (configuration not stated) | -6 | . | 3
COc1cccc(Cc2nsc(N3CCC(C(=O)N4CC5(C)CC4CC(C)(C)C5)CC3)n2)c1 (configuration not stated) | -6 | -2 | -10
c1ccc(C2CCCN(c3ncnc4c3CCNC4)CC2)cc1 (configuration not stated) | 0 | . | 9
COCCOCC(=O)NCc1ccc(-c2ncc(-c3cccc(OC)c3)[nH]2)cc1 | -2 | -7 | 24
CC(C)NC(=O)CSc1nnc(CCn2ccc(=O)[nH]c2=O)o1 | -4 | -9 | 15
Cc1ccc(-c2nnc(CSc3nnc(-c4cc(-c5ccccc5)nc5ccccc45)o3)o2)cc1 | -8 | -3 | -8
COc1ccc(C(C)C)cc1CN1CCN(c2ncnc3nc[nH]c23)CC1 | -2 | . | 1
CCNc1ncc(CN2CCC(C(=O)N3CCCC3)CC2)cn1 | -4 | -10 | .
O=C(CN(C(=O)c1ccccc1F)C1CC1)N(CCc1c[nH]c2ccccc12)Cc1ccc(Cl)cc1 | -7 | -6 | .
Cc1nc2c(C(=O)Nc3c(C)cnn3Cc3ccccc3Cl)cccc2[nH]1 | -4 | -9 | 7
COc1ccc(C(=O)C2CCCN(C(=O)c3ccc4oc(C)cc4c3)C2)c(C)c1 (configuration not stated) | 0 | -2 | 12
CC(C)c1c(C(=O)N2CCCC2)cnn1Cc1ccccc1 | 0 | 4 | -27
O=C(C1CCCO1)N1CCC2(CC1)NCCc1[nH]cnc12 (configuration not stated) | 1 | -6 | 0
Cn1nnnc1SCc1cncc(Br)c1 | -8 | . | 13
COC(=O)c1ccc2c(c1)CC(CNC(=O)c1cc(C)oc1C)O2 (configuration not stated) | -7 | . | 16
Cc1cc(NC(=O)CCc2c(C)nn(-c3nc(C)c(C)c(=O)[nH]3)c2C)c2ccccc2n1 | -3 | . | 6
O=C(CNC(=O)c1ccccc1)N=Nc1c(O)[nH]c2ccc(Cl)cc12 | 5 | 1 | 2
Cn1ccnc1CN(Cc1cc(=O)n2c3c(cccc13)CCC2)C1CC1 | -5 | -13 | 9
O=C(c1cccc(F)c1)N(Cc1c(-c2ccccc2)noc1N1CCCC1)CC1CC1 | -6 | -5 | 2
CC(C)(C)CC(NC(=O)Cc1ccc(S(N)(=O)=O)s1)c1ccccc1 (configuration not stated) | -9 | . | 5

Full records from above.
Cc1cc(NC(=O)CCc2c(C)nn(-c3nc(C)c(C)c(=O)[nH]3)c2C)c2ccccc2n1 reads hcGAS lum: -3; mcGAS inh: .; NPYLR7 ag: 6
CC(C)(C)CC(NC(=O)Cc1ccc(S(N)(=O)=O)s1)c1ccccc1 (configuration not stated) reads hcGAS lum: -9; mcGAS inh: .; NPYLR7 ag: 5

Assay outcomes deposited in PubChem by Fisher Drug Discovery Resource Center.
